MEKK2 mut-MEK5 = MEK5 binding signal on mutant MEKK2 PB1, primary screen, biochemical, multiplex bead flow cytometry, Alexa488-MEK5. percent response, % at 10 µM. Alexa488-MEK5 binding to MEKK2 mutant. actives 0.35% (n = 290,000); in the data active = percent response above about 24%, passing the limit was not always enough; also: inactives centre near 1; some results filed as inactive read as strong as hits; reference of the scale not given here
PHOSPHO1 block = PubChem AID 1565; Phosphoethanolamine/phosphocholine phosphatase (Homo sapiens), Q8TCT1; recombinant PHOSPHO1, absorbance phosphatase assay; inhibition, % at 13.3 µM; actives 1.1% (n = 290,000); in the data active = inhibition above about 60%
M18AAP inhibitor = PfM18AAP inhibitors, malaria aminopeptidase, primary screen, biochemical, QFRET, recombinant enzyme; inhibition, % at 7.35 µM; M18 aspartyl aminopeptidase (Plasmodium falciparum 3D7); actives 1.2% (n = 290,000); H-Glu-NHMec fluorogenic cleavage;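 active = inhibition above the campaign mean inhibition over all tested compounds plus 3 SD, cut at about 28% in these data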;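 also: 0% = plate median of test compound wells and 100% = 2 mM ZnCl2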
DNA FID counter = compounds displacing fluorescent DNA intercalator, primary screen, artefact control for HCV NS3 helicase inhibitor project, biochemical, FID fluorescence | AID 1845, 2009 | inhibition, % at 7.9 µM | actives 0.17% (n = 290,000) | DNA fluorescent intercalator displacement; in the data active = inhibition above about 37%;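 also: 0% = vehicle and 100% = reference compound; higher means more ethidium bromide displaced from hairpin DNA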
OXTR ag = human OXTR agonists, primary screen, fluorescence, CHO-OTR cells, Fluo-8 calcium | actives 0.32% (n = 320,000) | Oxytocin receptor (Homo sapiens), P30559 | activation, % at 3 µM | Fluo-8 calcium fluorescence; normalized: DMSO 0%, oxytocin 100%;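 active = activation above the mean of all tested compounds plus 3 SD, cutoff set per screening run, cut at about 20% in these data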;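 also: peak over basal fluorescence ratio from a 100 s FLIPR kinetic read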
NALP1 yeast inh = NALP1 inflammasome inhibitors in reconstituted yeast, colorimetric, S. cerevisiae, triplicate retest; S. cerevisiae NALP1/ASC/caspase-1 growth, X-gal OD620, 72 h; inhibition, % at 10 µM; actives 0.61% (n = 280,000); AID 2071, 2009; in the data active = inhibition mostly above about 24%, no sharp cut-off; inactive = mostly below about 32%; also: some compounds called inactive have numbers as strong as hits
GPR7 antag = GPR7 receptor antagonists, primary screen, cell-based, fluorescence, single concentration; inhibition, % at 4.4 µM; actives 1.1% (n = 290,000); Neuropeptides B/W receptor type 1 (Homo sapiens), P48145; GPR7-expressing cells, fluorescence antagonist assay; in the data active = inhibition above about 16%, passing the limit was not always enough;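 also: cells stimulated with the agonist NPW; 0% = agonist with vehicle and 100% = vehicle without agonist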
Target sequence (P48145 whole entry, looked up): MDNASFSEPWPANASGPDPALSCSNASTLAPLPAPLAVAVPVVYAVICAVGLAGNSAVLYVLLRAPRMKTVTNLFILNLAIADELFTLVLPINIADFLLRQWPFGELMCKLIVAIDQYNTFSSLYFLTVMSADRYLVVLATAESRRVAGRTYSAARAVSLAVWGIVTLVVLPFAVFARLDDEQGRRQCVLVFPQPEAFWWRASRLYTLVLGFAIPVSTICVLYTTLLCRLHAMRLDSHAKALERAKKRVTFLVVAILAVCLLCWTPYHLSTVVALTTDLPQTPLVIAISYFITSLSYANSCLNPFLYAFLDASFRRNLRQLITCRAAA
MEKK3 PB1 HTS = modulators of MEKK3-MEK5 PB1 binding, primary screen, biochemical, wildtype MEKK3, multiplex bead flow cytometry, Alexa488-MEK5 | Mitogen-activated protein kinase kinase kinase 3 (Homo sapiens), Q99759 | bead-based flow cytometry, Alexa488-MEK5 binding to MEKK3; actives lie on both sides; 0 = blocked by unlabeled MEK5, 100 = vehicle | actives 1.4% (n = 290,000) | binding response (% of control), % at 10 µM;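 active = binding response more than 3 SD above or below the average of its plate-row segment, actives on both sides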;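 also: Alexa488 bead fluorescence after subtracting the streptavidin-only scavenger bead signal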
Target sequence (Q99759 whole entry, looked up): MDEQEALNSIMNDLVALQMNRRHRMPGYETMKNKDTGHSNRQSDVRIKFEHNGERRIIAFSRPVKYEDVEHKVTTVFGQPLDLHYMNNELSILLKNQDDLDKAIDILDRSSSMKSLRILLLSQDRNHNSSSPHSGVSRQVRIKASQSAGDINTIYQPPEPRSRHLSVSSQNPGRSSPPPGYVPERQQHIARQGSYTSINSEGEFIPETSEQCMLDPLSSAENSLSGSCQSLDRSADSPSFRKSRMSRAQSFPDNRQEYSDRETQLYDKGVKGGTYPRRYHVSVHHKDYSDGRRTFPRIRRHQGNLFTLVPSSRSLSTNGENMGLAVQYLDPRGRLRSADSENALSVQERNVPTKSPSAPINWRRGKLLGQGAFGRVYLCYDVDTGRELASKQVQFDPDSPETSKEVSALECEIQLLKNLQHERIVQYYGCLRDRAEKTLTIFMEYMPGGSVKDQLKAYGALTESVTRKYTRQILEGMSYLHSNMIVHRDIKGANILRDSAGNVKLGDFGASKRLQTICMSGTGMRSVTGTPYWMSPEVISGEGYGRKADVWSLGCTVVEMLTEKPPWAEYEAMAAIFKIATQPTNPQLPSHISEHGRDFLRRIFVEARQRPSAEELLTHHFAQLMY
MEKK2wt PB1 HTS = modulators of MEK5 binding to wildtype MEKK2, primary screen, biochemical, multiplex bead flow cytometry, Alexa488-MEK5; Mitogen-activated protein kinase kinase kinase 2 (Homo sapiens), Q9Y2U5; Alexa488-MEK5 binding to MEKK2 WT; actives lie on both sides; binding response (% of control), % at 10 µM; actives 1.1% (n = 290,000); AID 1531, 2009; in the data active = binding response below about 67% or above about 130%
* = called active by the depositor; nt = no result given.

SMILES | MEKK2 mut-MEK5 | PHOSPHO1 block | M18AAP inhibitor | DNA FID counter | OXTR ag | NALP1 yeast inh | GPR7 antag | MEKK3 PB1 HTS | MEKK2wt PB1 HTS
COc1cccc(CNc2nc(SC)ncc2CO)c1 | -3 | 12 | -10 | -7 | 0.8 | 23 | 0 | 95 | 97
CC(=O)Nc1ccc(OCC(O)CN2CCN(c3cccc(Cl)c3)CC2)cc1 (stereo unspecified) | 1 | -7 | -5 | 8 | 2.5 | 40 | 7 | 102 | 100
CC(=O)N1CCN=C1SCc1ccc(C)cc1 | 5 | -22 | -7 | 0 | 2.0 | 19 | 16 | 105 | 110
CCn1c2ccccc2c2cc(NC(=O)CC(C)=O)ccc21 | -2 | -5 | -10 | -1 | -1.1 | 44 | -7 | 96 | 95
C1=C(c2ccccc2)Nc2ncnn2C1c1ccccc1 (stereo unspecified) | 3 | nt | nt | nt | -0.8 | nt | nt | 102 | 102
CCOC(=O)c1c(NC(=O)C2C3C=CC(C3)C2C(=O)O)sc2c1CC(C)(C)OC2 (stereo unspecified) | -1 | 30 | -3 | -46 | 0.7 | 6 | -3 | 115 | 107
CCCS(=O)(=O)c1nc(S(=O)(=O)c2ccc(C)cc2)c(N2CCC(C)CC2)s1 | 0 | 21 | -2 | -41 | 0.0 | 29 | 1 | 102 | 98
Cc1ccccc1CN1CCN(C(=O)c2ccc(F)cc2)CC1 | -1 | 24 | 6 | -16 | nt | 11 | -3 | 101 | 105
O=C1C2C(C(=O)N1CCN1CCN(Cc3ccc([N+](=O)[O-])cc3)CC1)[C@H]1C=C[C@@H]2C1 (stereo partly specified) | 3 | 11 | 1 | -2 | 0.3 | 1 | -13 | 97 | 98
Cc1nc(-c2ccccc2)cc(N2CCCC2)n1 | 3 | 15 | -4 | -2 | -0.4 | 24 | 2 | 98 | 103
Cc1cccc(Nc2nc(C)cc(C)n2)c1 | -1 | nt | -9 | -4 | nt | 23 | 7 | 101 | 103
CCCOc1ccc(-c2c(C(=O)N/N=C/c3ccccc3)nnn2-c2nonc2N)cc1 | 0 | 27 | -4 | -12 | -1.8 | nt | -9 | 97 | 97
CC(=O)c1ccc(NC(=O)C2CCC(C)(C(=O)O)C2(C)C)cc1 (stereo unspecified) | -7 | -66 | 11 | -3 | 0.4 | 13 | -9 | 96 | 93
O=C(COC(=O)c1cnccn1)Nc1ccc(Cl)cc1 | 3 | -15 | -5 | 4 | 0.7 | -4 | -16 | 100 | 105
O=C(O)c1cnn2c1C(=O)N(Cc1cccs1)CC2 | -13 | 16 | 1 | -3 | 0.7 | 13 | -11 | 93 | 99
COc1cccc(NC(=O)CCNS(=O)(=O)c2cccc3nonc23)c1 | -1 | 35 | -10 | 0 | 1.2 | 7 | -7 | 99 | 99
COc1ccc(S(=O)(=O)Cc2ccc(C(=O)N3CCN(c4cccc(C)c4C)CC3)o2)cc1 | 3 | 6 | 4 | -32 | 2.3 | 28 | -1 | 99 | 100
N#Cc1ccc(COc2cccnc2[N+](=O)[O-])cc1 | 2 | 19 | -2 | -1 | 0.5 | 6 | -4 | 99 | 102
CCCN(CC1CC1)C(=S)NC(=O)C1CC1 | -6 | -16 | -4 | -4 | 1.6 | -13 | -10 | 97 | 95
c1ccc2[nH]c(SCCN3CCOCC3)nc2c1 | 0 | -8 | 7 | -2 | 0.1 | 22 | 2 | 99 | 98
CN1CCN(c2nnc(-c3ccc(Cl)cc3)c3ccccc23)CC1 | 5 | 16 | 1 | 7 | -1.1 | 6 | -7 | 102 | 101
CC(NC(=O)OC(C)(C)C)C(=O)Oc1ccc2ccc(=O)oc2c1 (stereo unspecified) | 2 | -4 | 6 | 3 | 2.2 | -23 | -14 | 100 | 106
O=[N+]([O-])c1ccccc1N/N=C/c1cccc(O)c1O | -5 | 30 | 30* | 9 | -0.5 | nt | -6 | 101 | 99
O=C(NCc1ccccc1)C1CCN(C(=O)NCc2ccccc2)CC1 | -1 | 11 | -1 | -3 | 0.3 | 14 | 1 | 94 | 98
CN(C(=O)c1cc2ccccc2oc1=O)C1(C)CCS(=O)(=O)C1 (stereo unspecified) | -12 | 34 | -12 | -2 | -0.3 | 8 | -12 | 68 | 75
The list goes on.
SMILES | MEKK2 mut-MEK5 | PHOSPHO1 block | M18AAP inhibitor | DNA FID counter | OXTR ag | NALP1 yeast inh | GPR7 antag | MEKK3 PB1 HTS | MEKK2wt PB1 HTS
CCN(CCCNC(=O)C1CCC(=O)N1C(C)C)c1cccc(C)c1 (stereo unspecified) | 6 | 20 | 7 | -4 | 0.3 | -14 | -13 | 104 | 106
Cc1cc(C)n(CC(O)COc2ccc3ccccc3c2)n1 (stereo unspecified) | -10 | -96 | -1 | -7 | 1.5 | 5 | 1 | 90 | 84
O=C(Nc1ccc(C(F)(F)F)cc1)c1cc(S(=O)(=O)NCC2COc3ccccc3O2)ccc1F (stereo unspecified) | 1 | -9 | 7 | -6 | 7.1 | 15 | -6 | 136* | 123
CCCn1cnc2c(=S)nc(N)[nH]c21 | -30 | -10 | 57* | -9 | -0.3 | 4 | 18* | 80 | 77
COc1cc(OC)c(NC2=NCCCCC2)cc1Cl | 4 | 24 | -2 | 5 | 0.3 | 24 | -6 | 110 | 110
CCOc1ccc(OCC)c(NC(=O)CN2CCN(c3ccc(C)cc3C)CC2)c1 | nt | -23 | -2 | 1 | -1.7 | -54 | -8 | nt | nt
COc1ccc(NC(=O)c2ccco2)cc1NC(=O)c1c(OC)cccc1OC | -5 | 32 | 1 | -27 | 0.2 | -3 | -1 | 94 | 93
O=C(COc1ccc(Br)cc1Br)NC1CCCC1 | 3 | 2 | -2 | -22 | -2.6 | 19 | -4 | 104 | 99
CC(C)(C)n1ncc2c(=O)n(CC(=O)N3CCCC3)cnc21 | nt | 11 | 4 | 1 | 0.8 | -21 | -13 | nt | nt
Nc1[nH]nc2nc(N3CCCC3)nc(-c3ccccc3)c12 | 0 | 13 | -1 | -5 | -0.1 | 10 | -5 | 107 | 106
Cc1nn(C)cc1C=NCCOCc1ccccc1 | 0 | 54 | 2 | -1 | -0.8 | 5 | -5 | 108 | 104
O=C(NCc1ccccc1Br)c1ccco1 | 2 | 25 | -1 | 1 | -0.5 | -12 | -10 | 99 | 104
COc1ccc(S(=O)(=O)N(CC(=O)Nc2ccc(S(=O)(=O)N3CCOCC3)cc2)c2ccccc2)cc1 | 6 | -16 | 0 | -10 | 0.5 | 17 | -6 | 102 | 105
Cn1c(=O)c(C(=O)Nc2ncccc2O)c(O)c2ccccc21 | 0 | 82* | 10 | -6 | -2.6 | -4 | 5 | 101 | 99
Cc1nc2scc(C)n2c(=O)c1S(=O)(=O)N1CCN(c2ccc(F)cc2)CC1 | 0 | 10 | -2 | -13 | 0.4 | 18 | -12 | 98 | 101
CCCNS(=O)(=O)c1ccc(CCC(=O)Nc2ccc3c(c2)OCO3)cc1 | 2 | 1 | 17 | -7 | 2.3 | 3 | 3 | 96 | 100
CC(C)NC(=O)C(C)Oc1ccc(S(=O)(=O)NCc2ccc3c(c2)OCO3)cc1 (stereo unspecified) | 10 | 25 | 3 | -19 | -0.4 | 26 | -9 | 101 | 106
CCc1ccc(NC2=NC(C(=O)NC3CCCCC3)CC(=O)N2)cc1 (stereo unspecified) | 0 | -18 | -4 | -3 | 1.3 | 12 | 3 | 103 | 96
COCCN(C(=O)CCCC(=O)Nc1ccccn1)C(C(=O)NC1CCCC1)c1ccc(C)cc1 (stereo unspecified) | 11 | -9 | -8 | -31 | -0.7 | 3 | 5 | 105 | 109
O=C(NCCCN=C1NS(=O)(=O)c2ccccc21)c1ccc(Cl)cc1 | -3 | 11 | -2 | -8 | 1.8 | 1 | -2 | 97 | 98
COc1cc2c(=O)n(CCC(=O)NCC3CCCO3)c(=O)n(CC(=O)c3ccc(Cl)cc3)c2cc1OC (stereo unspecified) | -2 | -26 | 1 | -22 | -1.0 | -3 | -11 | 100 | 103
Cc1cc(C)cc(NC(=O)CSc2ccc(-c3cccs3)nn2)c1 | 6 | -3 | -2 | -17 | -2.1 | 28 | 3 | 99 | 96
CC(=O)C(C(c1ccccc1)c1c[nH]c2ccccc12)[N+](=O)[O-] (stereo unspecified) | -1 | nt | 4 | 0 | -1.3 | 1 | 14 | 101 | 100
CCC1CCCCN1Cc1nc2ccccc2c(=O)n1CC(C)=O (stereo unspecified) | -6 | 0 | -7 | -32 | -0.2 | 6 | -5 | 97 | 97
Fc1cccc(NC(=S)NCCN2CCOCC2)c1 | -1 | 16 | 3 | -7 | -0.9 | 16 | -15 | 105 | 105
Other structures
SMILES | MEKK2 mut-MEK5 | PHOSPHO1 block | M18AAP inhibitor | DNA FID counter | OXTR ag | NALP1 yeast inh | GPR7 antag | MEKK3 PB1 HTS | MEKK2wt PB1 HTS
CNc1nc(OC)nc(N(C#N)CN2C(=O)c3ccccc3S2(=O)=O)n1 | 2 | 28 | -2 | 1 | 2.3 | 12 | -4 | 105 | 105
O=C(C[n+]1cccc(CNC(=O)c2ccc(OC(F)F)cc2)c1)c1ccccc1 | 9 | 61* | -4 | 15 | -0.1 | -9 | -12 | 103 | 111
CN(CCCNC(=O)CCCOc1cc(=O)n(C)c2ccccc12)Cc1ccccc1 | 3 | 15 | 4 | 4 | 0.6 | 13 | -15 | 102 | 105
Cc1ccc(C(C)C)c(OCc2nc(-c3nonc3N)no2)c1 | 1 | 4 | -9 | -8 | -0.8 | 5 | 3 | 109 | 108
O=C(Cc1ccccc1)Nc1ccc(C(=O)Nc2ccccc2C(=O)O)cc1 | 11 | 30 | -6 | -35 | 0.1 | 1 | -10 | 103 | 106
COc1ccc(CCNc2nc(C)cc(C)n2)cc1OC | 0 | 45 | -4 | -12 | -0.2 | 26 | -6 | 103 | 103
Cc1ccc(OCCOCCN(C)C)c(Cl)c1 | 1 | -10 | 2 | 11 | 1.9 | 30 | -5 | 99 | 98
CC(=O)OC(C(=O)NCc1ccco1)c1cccnc1 (stereo unspecified) | 4 | -1 | 6 | -5 | 1.3 | -14 | -5 | 112 | 112
COc1ccc2[nH]c(=O)c(CN(CCN3CCCC3)C(=O)Nc3ccccc3Cl)cc2c1 | 6 | 23 | nt | nt | 0.1 | 20 | nt | 105 | 116
CC(=O)n1nc(-c2ccc(Cl)cc2)nc1NCc1ccco1 | 6 | 3 | 1 | 1 | 0.4 | 9 | -10 | 103 | 107
CCOC(=O)COc1ccc(Br)cc1/C=C\c1[nH]c(=O)[nH]c(=O)c1[N+](=O)[O-] | -1 | 0 | 5 | -24 | -1.3 | 27 | 7 | 108 | 105
O=C1NC2(CCCC2)N=C1c1ccc(F)cc1 | 4 | -7 | 7 | -1 | 0.3 | 2 | -7 | 122* | 118
CCOC(=O)C1(CCCc2ccccc2)CCN(C(=O)c2cc(C)nc(C)n2)CC1 | -5 | 41 | 6 | -43 | 0.4 | -7 | -10 | 102 | 91

An excerpt from above, reduced to M18AAP inhibitor, MEKK2wt PB1 HTS and MEKK2 mut-MEK5.
SMILES | M18AAP inhibitor | MEKK2wt PB1 HTS | MEKK2 mut-MEK5
CC(=O)n1nc(-c2ccc(Cl)cc2)nc1NCc1ccco1 | 1 | 107 | 6
CCOC(=O)COc1ccc(Br)cc1/C=C\c1[nH]c(=O)[nH]c(=O)c1[N+](=O)[O-] | 5 | 105 | -1
O=C1NC2(CCCC2)N=C1c1ccc(F)cc1 | 7 | 118 | 4
